# Screens: PubChem, National Center for Advancing Translational Sciences (NCATS)
# G9a block = G9a (human) methyltransferase inhibition; Q96KQ7; 350,000 compounds, 8.8% hits; AID 504332; Potency, µM (doses to about 102 µM), without a hit: at the top dose activity, negative = inhibition, actives largely listed as inhibitors; G9a H3K9 monomethylation, AlphaScreen, 2 h; further: potency means the concentration at half of the fitted maximal effect; on the % scale 0 is the no-effect control and ±100 the full control effect; nearly all actives have a fitted effect of over 75% in size
#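 AlphaScreen detection with an anti-monomethyl H3K9 antibody quantified product after a 2 h room-temperature reaction containing 500 nM biotinylated H3K9 peptide, 20 µM SAM and 20 nM enzyme, which had been preincubated 15 min with compound.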
# Pin1 inh = inhibitors of human Pin1; Q13526; Pin1 FP peptide displacement, HiFluor488, 10 min; Potency, µM (highest dose often 115 µM), inactives show top-dose activity, negative = inhibition, most hits filed as inhibitors; 390,000 compounds, 0.009% hits; AID 504891; active means well fitted inhibition curve with a large enough effect in the polarisation, with a control signal flat, not every such curve was filed as active; inconclusive means small, poorly fitted or top-dose-only effect, or effect the other way, or a change in a side signal; inactive means no such curve, though single readings can be large or run the other way; the % refers to the polarisation; further: potency means the concentration at half of the fitted maximal effect; on the % scale 0 is the no-effect control and ±100 the full control effect
# HP1b binding inh = blocks HP1-beta chromodomain binding to methylated histone tails | AlphaScreen HP1-beta / biotin-H3K9me3 peptide binding | Potency, µM (doses to about 114 µM), for the others: at the highest dose activity change, negative = inhibition, most hits filed as inhibitors | AID 540317 | 390,000 compounds, 0.56% hits | P83916; further: potency means the concentration at half of the fitted maximal effect; nearly all actives have a fitted effect of over 70% in size; inactives centre near 23
#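 Compound inhibition of the preformed complex between 50 nM HP1-beta and 50 nM biotinylated H3K9me3 peptide was read by AlphaScreen. Buffer was PBS pH 7.4 with 0.01% Tween-20. Incubations ran 30 min at room temperature, with 10 ug/mL donor/acceptor beads.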
# PI4K2A block = blocks human PI4K2A kinase activity. AID 1346378. Q9BTU6. 420,000 compounds, 0.13% hits. activity change, negative = inhibition, % at 76.9 µM. purified PI4K2A, ADP-Glo luminescence, 1 h; active compounds read low; in the data active means activity change below about -50%; inconclusive means mostly about -30% to -49%;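 further: -100% = wells without enzyme as full effect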
#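 PI4K2A activity was measured by ADP-Glo luminescence: enzyme (4 ug/mL stock) and phosphatidylinositol (1.2 mM stock) in Tris pH 7.5/MgCl2/EGTA/Triton X-100 buffer were reacted with ATP (300 microM stock) for one hour at ambient temperature.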
# JMJD2A Tudor = JMJD2A Tudor domain (human) inhibition; O75164; AlphaScreen JMJD2A-Tudor / H3K4me3 peptide binding; Potency, µM (series often up to 114 µM), inactives show at the highest dose activity change, negative = inhibition, usual class: inhibitors; 390,000 compounds, 4.4% hits; further: potency means the concentration at half of the fitted maximal effect; on the % scale 0 is the no-effect control and ±100 the full control effect; nearly all actives have a fitted effect of over 50% in size
# Target sequence (O75164 whole entry, looked up, the tested form may be a part): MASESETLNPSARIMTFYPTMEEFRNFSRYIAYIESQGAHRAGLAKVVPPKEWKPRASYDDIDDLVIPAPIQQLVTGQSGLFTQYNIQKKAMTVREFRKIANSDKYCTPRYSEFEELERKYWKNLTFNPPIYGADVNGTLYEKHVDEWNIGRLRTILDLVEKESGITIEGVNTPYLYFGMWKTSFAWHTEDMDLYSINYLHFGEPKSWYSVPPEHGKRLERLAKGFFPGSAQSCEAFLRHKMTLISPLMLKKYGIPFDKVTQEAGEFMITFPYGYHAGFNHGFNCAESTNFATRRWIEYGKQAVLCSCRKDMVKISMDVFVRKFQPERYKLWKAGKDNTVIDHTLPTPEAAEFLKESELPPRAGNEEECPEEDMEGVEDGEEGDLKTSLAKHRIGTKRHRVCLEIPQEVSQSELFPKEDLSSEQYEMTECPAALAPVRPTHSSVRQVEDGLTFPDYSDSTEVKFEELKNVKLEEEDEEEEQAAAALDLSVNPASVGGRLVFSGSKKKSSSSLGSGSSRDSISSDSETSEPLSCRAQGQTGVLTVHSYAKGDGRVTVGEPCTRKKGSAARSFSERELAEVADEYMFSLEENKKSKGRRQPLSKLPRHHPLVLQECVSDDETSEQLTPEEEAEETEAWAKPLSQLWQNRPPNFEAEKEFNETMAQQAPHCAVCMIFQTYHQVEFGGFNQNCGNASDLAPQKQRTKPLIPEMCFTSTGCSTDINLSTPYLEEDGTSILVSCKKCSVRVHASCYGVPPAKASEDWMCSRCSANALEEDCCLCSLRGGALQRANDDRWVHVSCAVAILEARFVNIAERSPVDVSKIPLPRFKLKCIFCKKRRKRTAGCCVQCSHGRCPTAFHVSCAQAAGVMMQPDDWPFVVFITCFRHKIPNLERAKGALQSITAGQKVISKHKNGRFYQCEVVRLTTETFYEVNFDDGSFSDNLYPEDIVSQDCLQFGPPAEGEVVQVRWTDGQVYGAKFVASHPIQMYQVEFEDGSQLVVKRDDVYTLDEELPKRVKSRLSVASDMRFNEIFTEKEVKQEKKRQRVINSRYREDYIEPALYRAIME
# Pol eta inh = blocks human DNA polymerase eta activity | Potency, µM (titrated, usually from 114 µM), without a hit: top-dose activity change, negative = inhibition, most hits filed as inhibitors | 390,000 compounds, 1.2% hits | Q9Y253 | recombinant Pol eta, fluorescent DNA replication assay | AID 588591; further: potency means the concentration at half of the fitted maximal effect; on the % scale 0 is the no-effect control and ±100 the full control effect
#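 Pol eta (10 nM) was preincubated with compounds for 15 min at room temperature, after which fluorescent replication substrate (50 nM final) was added to start the reaction. Fluorescence was read kinetically at 0 and 10 min.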
# PGK inhibitor = inhibitors of T. brucei phosphoglycerate kinase. PGK/GAPDH coupled, Kinase-Glo luminescence, 60 min. Potency, µM (highest dose often 57.5 µM), without a hit: at the highest dose activity change, negative = inhibition, usual class: inhibitors. 380,000 compounds, 0.043% hits; further: potency means the concentration at half of the fitted maximal effect; on the % scale 0 is the no-effect control and ±100 the full control effect; nearly all actives have a fitted effect of over 60% in size
#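 Recombinant glycosomal PGK reaction used 1,3-bisphosphoglycerate generated in-well by GAPDH (100nM final) in 100mM TEA pH 7.6, 5mM MgCl2, 0.01% Tween-20. After 60 minutes at room temperature, ATP was read by Kinase-Glo Plus luminescence end-point.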
# BAZ2B inh = blocks human BAZ2B | AlphaScreen BAZ2B-H3K14Ac peptide displacement | Q9UIF8 | 360,000 compounds, 4.4% hits | Potency, µM (highest dose often 114 µM), inactives show at the top dose activity change, negative = inhibition, actives largely listed as inhibitors; further: potency means the concentration at half of the fitted maximal effect; on the % scale 0 is the no-effect control and ±100 the full control effect; nearly all actives have a fitted effect of over 60% in size
#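 Protein-peptide AlphaScreen: BAZ2B 50 nM, b-H3K14Ac 50 nM, 1x PBS pH 7.4 + 0.01% Tween-20. Preincubation 30 min RT; cpd 30 min RT (top 110 uM); beads 20 min RT, light-protected.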
# GLS inhibitor = inhibitors of human glutaminase (GLS); AID 624170; GLS enzymatic activity, qHTS titration; O94925; Potency, µM (highest dose often 45.5 µM), for the others: at the top dose activity change, negative = inhibition, most hits filed as inhibitors; 410,000 compounds, 0.21% hits; further: potency means the concentration at half of the fitted maximal effect; on the % scale 0 is the no-effect control and ±100 the full control effect
#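 Human kidney-isoform GLS in 45 mM KH2PO4 pH 8.2, 0.02% Tween-20, with compound, started with 1mM L-Glutamine (added stock). Glutamate oxidase/HRP/Amplex red coupled fluorescence read at start and after 30 min at RT.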
# * hit, by the source's call; i = inactive; ? = inconclusive; / = no result given; & = joins results of further samples; [ ] = another dose, or the depositor's remark. Unless noted, the call rests on the fitted dose curve; in most records, active means well fitted curve in the direction sought with a large enough effect; inconclusive means small, poorly fitted or top-dose-only effect, or another doubt; inactive means no such curve, though single readings can be large; an effect the other way counts as inactive or inconclusive. An excerpt; rates above refer to the full screens.
# Each structure is followed by: G9a block | Pin1 inh | HP1b binding inh | PI4K2A block | JMJD2A Tudor | Pol eta inh | PGK inhibitor | BAZ2B inh | GLS inhibitor
- O=C(c1ccc2c(c1)OCO2)C1CCCN(Cc2c(F)ccc(F)c2F)C1 (stereo not drawn)
 : ? | -1% | 26% | 4 | -28% | -18% | -1% | -3% | -4%
- CCc1ccc(-c2cc(C(F)(F)F)n3nc(C(=O)Nc4cnn(Cc5ccccc5C)c4)cc3n2)s1
 : -8% | 0% | 21% | 6 | -18% | -7% | 14% | 8% | -8%
- CCOC(=O)C1CCN(c2nc(-c3ccccc3)nc3c2oc2ccccc23)CC1
 : -34%[12.7 µM] | 23% | 66%[activator] | 1 | 3% | -16% | -1% | ? | -5%
- Cc1ccc(CNC(=O)C(CCC(N)=O)NC(=O)OCc2ccccc2)cc1 (stereo not drawn)
 : -4%[59 µM] | 3% | 26% | -5 | -14% | -9% | -2% | 7% | 5%
- O=C(COc1ccc(Cl)cc1)NCc1nnc(SCC(=O)NCC2CCCO2)o1 (stereo not drawn)
 : 9%[59 µM] | 7% | 59%[activator] | -4 | 2% | -4% | -10% | -5% | 0%
- Cc1cc(=O)c(C(=O)O)nn1-c1ccccc1
 : ? | -7% | 24% | 3 | -13% | -18% | i | 10% | 5%
- CCN(CC(=O)NC(C)C)C(=O)CCNC(=O)c1ccc(Cl)cc1
 : 5%[59 µM] | -7% | 12% | 5 | -14% | -7% | -1% | -1% | 3%
- CNC(=O)C(=O)NCCC1CCCCN1S(=O)(=O)c1cccs1 (stereo not drawn)
 : 0%[0.501 µM] | 9% | 16% | -5 | -10% | 9% | -8% | 18% | -10%
- CCO[C@H]1OC(C(=O)NCc2nc3ccccc3[nH]2)=C[C@@H](C2CC2)[C@@H]1CCCO
 : 16%[59 µM] | 3% | 43%[activator] | 6 | -1% | -3% | i | -2% | -24%
- O=C(Cc1ccccc1F)NCC(=O)Nc1ccccc1Br
 : 1% | -8% | 26% | -2 | -11% | -13% | i | -24% | -1%
- Cc1cccc(NC(=O)CN2CCC(C(=O)c3ccc4c(c3)OCCO4)CC2)c1
 : -45% | -3% | 8% | 1 | -24% | -5% | -2% | ? | -6%
- CC(=O)c1cc(NC(=O)c2ccccc2)c(=O)oc1/C=C/N(C)C
 : 31%[12.7 µM] | ? | 11% | -4 | 6% | -10% | -8% | -8% | 37%[activator]
- COc1ccccc1NC(=O)CSc1nnc(COc2ccc(Cl)cc2)n1Cc1ccco1
 : ? | 15% | 4% | 2 | ? | -8% | 4% | ? | 4%
- CC(=O)c1c(C)nc(-c2ccc(Cl)cc2)nc1N=CN(C)C
 : 3.5µM* | 13% | 17% | 5 | ? | -15% | -8% | 79µM* | -8%
- COC(=O)c1ccc(NC(=O)CC2C(=O)N(c3cccc(C)c3)C(=O)N2C2CCCC2)cc1 (stereo not drawn)
 : 7.1µM* | 0% | 37% | -7 | 0% | 3% | 0% | -18% | -3%
- C=CCOC(=O)C1=C(C)NC(SCC(=O)N(CC)CC)=C(C#N)C1c1ccco1 (stereo not drawn)
 : ? | -2%&3% | 22%&13% | 4&-4 | 3%&-22% | -10%&-14% | -3%&0% | -1% | -15%&16%
- Cc1ccc(CN2CCN(Cc3ccc4cccc(F)c4n3)CC2CCO)cc1 (stereo not drawn)
 : / | 3% | 52%[activator] | -10 | -15% | -6% | 0% | 1% | -1%
- O=C(COC(=O)CNC(=O)c1ccc(Cl)cc1)Nc1ncc(C(F)(F)F)cc1Cl
 : ? | ? | 3% | -3 | -15% | -3% | -1% | -37% | 18%
- COc1ccc([C@H]2CC(=O)C=C(/C=C/c3ccc(Cl)cc3)C2)cc1
 : 9%[2.33 µM] | 1% | 3% | -3 | -26% | -4% | -5% | -32% | 1%
- COC(=O)C1=C(CSc2nnnn2C)NC(=O)NC1c1cc(C)ccc1C (stereo not drawn)
 : -2%[12.7 µM] | -9% | -2% | -8 | -14% | -10% | -7% | 3% | ?

# An excerpt from above with just PGK inhibitor and Pol eta inh:
molecule	PGK inhibitor	Pol eta inh
C=CCOC(=O)C1=C(C)NC(SCC(=O)N(CC)CC)=C(C#N)C1c1ccco1 (stereo not drawn)	-3%&0%	-10%&-14%
Cc1ccc(CN2CCN(Cc3ccc4cccc(F)c4n3)CC2CCO)cc1 (stereo not drawn)	0%	-6%

# Continuation.
# Each structure is followed by: G9a block | Pin1 inh | HP1b binding inh | PI4K2A block | JMJD2A Tudor | Pol eta inh | PGK inhibitor | BAZ2B inh | GLS inhibitor
- Cc1noc2ncnc(Sc3ccc(Cl)cc3)c12
 : 8%[59 µM] | 0% | 58%[activator] | -7 | 3% | -5% | -14% | 23% | 1%
- Cc1cc2c3nonc3ccc2n1-c1ccccc1
 : 186%[activator][59 µM] | ? | 125%[activator] | 0 | 45%[activator] | -9% | i | 78%[activator][57.1 µM] | 5%
- Cc1ccc(CCNC(=O)c2ccc(CS(=O)(=O)Cc3ccc(F)cc3)o2)cc1
 : 40% | -1% | 36% | 3 | -3% | -7% | -8% | 0% | 4%
- CCOc1ccc(C2N(c3ccc(Cl)cc3)C(=O)C3CCCN32)cc1OC (stereo not drawn)
 : -47% | 13% | 19% | ? | -20% | -6% | -3% | -4% | 2%
- Cc1cccc(N2C(=S)NC3c4ccccc4OC2(C)C3C(=O)N(C)C)c1 (stereo not drawn)
 : 30%[59 µM] | 5% | 25% | 2 | -6% | -21% | i | -24% | 8%
- CCOC(=O)N1CCN(C(=O)CSCc2ccccc2Cl)CC1
 : 23% | -8% | 40%[activator] | -1 | -1% | -24% | i | 5% | -4%
- COc1ccc(S(=O)(=O)N2CCN(C(=O)C3CC(=O)N(c4ccccc4F)C3)CC2)cc1OC (stereo not drawn)
 : / | -4% | 26% | -2 | -15% | -8% | -5% | / | -18%
- CCN(CC)S(=O)(=O)c1ccc(C)c(NC(=O)COC(=O)CNC(=O)c2ccc(C(C)(C)C)cc2)c1
 : 19%[59 µM] | -6% | 7% | -1 | -20% | -14% | -7% | -2% | -4%
- CC(C)(C)c1ccc(-n2ncc3c2CCCC3NC(=O)CCN2CCCO2)cc1 (stereo not drawn)
 : -26% | -10% | 31% | -2 | -11% | -10% | -6% | -1% | -3%
- CCn1nc(C(=O)NC2=NCCS2)c2ccccc2c1=O
 : -11%[59 µM] | 1% | 63%[activator] | -1 | -21% | -13% | 4% | -23% | -1%
- Cc1ccc(NC(=O)C23CCC(C)(C(=O)[C@H]2Br)C3(C)C)cc1 (stereo partly drawn)
 : 4% | -1% | 22% | -7 | -15% | 0% | -4% | 3% | 1%
- O=c1c(Cl)c(N2CCN(S(=O)(=O)c3ccccc3)CC2)cnn1-c1ccccc1
 : -1%[59 µM] | -2% | 6% | 2 | ? | -11% | -6% | 0% | 7%
- Cc1ccc(CC(=O)NCCC(=O)O)cc1
 : 1% | -9% | 59%[activator] | -8 | -4%[11.4 µM] | 27% | -8% | 1% | 6%
- Cc1cc(Nc2ccc(F)cc2)nc(-n2nc(C)cc2C)n1
 : 10%[59 µM] | -5% | 16%[57 µM] | 0 | ? | -16% | i | ? | 8%
- Cc1cc(C)c(S(=O)(=O)N(C)CC(=O)NCc2cccnc2)c(C)c1
 : 8% | -8% | 17% | 13 | 4% | -8% | 2% | -3% | -5%
- COC(=O)c1ccc(S(=O)(=O)NCc2ccco2)n1C
 : / | -19% | 35% | 3 | -2% | -17% | i | -6% | 3%

# Molecules listed so far that contain fluorine (eight):
# Each structure is followed by: G9a block | Pin1 inh | HP1b binding inh | PI4K2A block | JMJD2A Tudor | Pol eta inh | PGK inhibitor | BAZ2B inh | GLS inhibitor
- O=C(c1ccc2c(c1)OCO2)C1CCCN(Cc2c(F)ccc(F)c2F)C1 (stereo not drawn)
 : ? | -1% | 26% | 4 | -28% | -18% | -1% | -3% | -4%
- CCc1ccc(-c2cc(C(F)(F)F)n3nc(C(=O)Nc4cnn(Cc5ccccc5C)c4)cc3n2)s1
 : -8% | 0% | 21% | 6 | -18% | -7% | 14% | 8% | -8%
- O=C(Cc1ccccc1F)NCC(=O)Nc1ccccc1Br
 : 1% | -8% | 26% | -2 | -11% | -13% | i | -24% | -1%
- Cc1ccc(CN2CCN(Cc3ccc4cccc(F)c4n3)CC2CCO)cc1 (stereo not drawn)
 : / | 3% | 52%[activator] | -10 | -15% | -6% | 0% | 1% | -1%
- O=C(COC(=O)CNC(=O)c1ccc(Cl)cc1)Nc1ncc(C(F)(F)F)cc1Cl
 : ? | ? | 3% | -3 | -15% | -3% | -1% | -37% | 18%
- Cc1ccc(CCNC(=O)c2ccc(CS(=O)(=O)Cc3ccc(F)cc3)o2)cc1
 : 40% | -1% | 36% | 3 | -3% | -7% | -8% | 0% | 4%
- COc1ccc(S(=O)(=O)N2CCN(C(=O)C3CC(=O)N(c4ccccc4F)C3)CC2)cc1OC (stereo not drawn)
 : / | -4% | 26% | -2 | -15% | -8% | -5% | / | -18%
- Cc1cc(Nc2ccc(F)cc2)nc(-n2nc(C)cc2C)n1
 : 10%[59 µM] | -5% | 16%[57 µM] | 0 | ? | -16% | i | ? | 8%
